High-throughput results as filed in PubChem BioAssay.
CendR NRP1 mod: modulators of CendR peptide binding to human neuropilin-1; O14786; FAM-RPARPAR peptide binding to NRP-1, fluorescence polarization; inhibition, % at 25 µM; 360,000 tested, 0.85% active;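 active = inhibition or corrected inhibition above about 18%, plus a signal ratio from 0.5 to 1.5, limit read from the data, passing the limit was not always enough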; note: strong numbers were not always called active
SKN-1 block: C. elegans SKN-1 inhibition. C. elegans VP596 Pgst-4::GFP/RFP ratio, acrylamide-induced, 24 h. inhibition, % at 21.8 µM. 360,000 tested, 0.49% active;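 active = interference check ratio from 0.5 to 1.5 plus GFP to RFP signal ratio inhibition reaching or exceeding a fixed threshold, cut at about 30% in these data, passing the limit was not always enough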; note: some compounds called inactive have numbers as strong as hits
DNMT1 inh: DNMT1 (human) enzyme inhibition. P26358. DNMT1 molecular beacon, Hinp1I cleavage, fluorescence. inhibition (reported as % activation of signal), % at 10 µM. 360,000 tested, 0.83% active. AID 588458; in the data active = inhibition above about 50%
Neddyl block: inhibitors of human cullin neddylation | P61081+Q13564 | calls only at 25 µM | TR-FRET cullin neddylation, biochemical | 360,000 tested, 0.58% active; in the data active = inhibition above about 36%
LMPTP inh: LMPTP (human) inhibition. recombinant LMPTP-A, OMFP fluorogenic substrate, fluorescence intensity. inhibition, % at 20 µM. P24666. 360,000 tested, 0.22% active;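 active = compounds that cut the enzyme signal by at least half of the control window in the single-dose screen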;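 note: plate controls were DMSO wells with enzyme plus substrate for no effect and substrate without enzyme for full effect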
Target sequence (P24666 whole entry, looked up): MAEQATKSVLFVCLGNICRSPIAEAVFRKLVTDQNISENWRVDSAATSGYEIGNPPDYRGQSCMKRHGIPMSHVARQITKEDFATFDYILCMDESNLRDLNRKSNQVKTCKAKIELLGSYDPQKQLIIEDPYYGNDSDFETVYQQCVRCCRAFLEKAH
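Material: LMPTP-A; amount: 0.625 nM enzyme; doses: single 20 µM dose; times: reaction 50 min, room temperature, dark; technique: fluorescence intensity of OMFP turnover product; benchmarks: no-enzyme and uninhibited controls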
TbMetRS inhib: Trypanosoma brucei MetRS inhibition; purified T. brucei MetRS, ATP depletion, Kinase-Glo luminescence; inhibition, % at 11.9 µM; 360,000 tested, 0.4% active;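 active = inhibition above a per-plate cutoff of the control wells' mean inhibition plus 3 SD, cut at about 5.5% in these data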;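 note: 0% = DMSO wells median and 100% = median of wells with control inhibitor compound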
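Dosing: 11.9 µM single point; system: parasite MetRS enzyme; technique: luminescence of leftover ATP; times: 15 min enzyme-compound preincubation, 2 h reaction, 10 min detection, 25 °C; replicates: each compound tested once; read-out basis: percent inhibition relative to median high and low control wells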
Scp1 inh: Scp-1 (human) phosphatase inhibition; Q9GZU7; Recombinant Scp1, phosphopeptide, malachite green phosphate absorbance; inhibition, % at 20 µM; 340,000 tested, 0.88% active; AID 493091;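 active = inhibition above about 50% at 20 µM, limit read from the data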;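 note: plate controls were DMSO wells with enzyme for no effect and wells lacking enzyme for full effect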
Target sequence (Q9GZU7 76-261 limits assumed): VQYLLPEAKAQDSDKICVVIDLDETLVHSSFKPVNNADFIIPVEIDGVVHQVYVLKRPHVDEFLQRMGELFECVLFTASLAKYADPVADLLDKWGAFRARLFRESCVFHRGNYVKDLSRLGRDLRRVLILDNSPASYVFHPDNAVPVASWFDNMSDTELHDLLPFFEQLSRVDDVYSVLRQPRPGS
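Test system: SCP-1 phosphatase catalytic domain, residues 76-261; measured by: colorimetric phosphate reagent with accelerator and stabiliser, absorbance at 630 nm; timing: enzyme reaction 45 min at room temperature, colour 5 min, stabilisation 30 min; also added: Phosphorylated 17-residue peptide substrate; compound dosing: one concentration, 20 µM, with 1.0% DMSO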
SUMO1 PPI mod: modulators of human SUMO1-mediated protein-protein interactions | AID 602429 | 360,000 tested, 0.33% active | SUMO1 binding to a labelled peptide, TR-FRET, 1 h | inhibition, % at 20 µM | P63165; in the data active = inhibition above about 37%
Target sequence (P63165 whole entry, looked up): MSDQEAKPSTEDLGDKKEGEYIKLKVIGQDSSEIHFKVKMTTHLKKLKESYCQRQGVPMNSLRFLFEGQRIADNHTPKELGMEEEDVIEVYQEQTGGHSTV
STEP inh: blocks human striatal-enriched tyrosine phosphatase; P54829; inhibition, % at 20 µM; 360,000 tested, 0.25% active; AID 588621; recombinant STEP, OMFP fluorogenic substrate, fluorescence;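 active = inhibition at 20 µM, scaled per plate between control wells, above about 37%, limit read from the data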;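 note: 0% = DMSO with enzyme and substrate and 100% = substrate only without enzyme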
Target sequence (P54829 whole entry, looked up): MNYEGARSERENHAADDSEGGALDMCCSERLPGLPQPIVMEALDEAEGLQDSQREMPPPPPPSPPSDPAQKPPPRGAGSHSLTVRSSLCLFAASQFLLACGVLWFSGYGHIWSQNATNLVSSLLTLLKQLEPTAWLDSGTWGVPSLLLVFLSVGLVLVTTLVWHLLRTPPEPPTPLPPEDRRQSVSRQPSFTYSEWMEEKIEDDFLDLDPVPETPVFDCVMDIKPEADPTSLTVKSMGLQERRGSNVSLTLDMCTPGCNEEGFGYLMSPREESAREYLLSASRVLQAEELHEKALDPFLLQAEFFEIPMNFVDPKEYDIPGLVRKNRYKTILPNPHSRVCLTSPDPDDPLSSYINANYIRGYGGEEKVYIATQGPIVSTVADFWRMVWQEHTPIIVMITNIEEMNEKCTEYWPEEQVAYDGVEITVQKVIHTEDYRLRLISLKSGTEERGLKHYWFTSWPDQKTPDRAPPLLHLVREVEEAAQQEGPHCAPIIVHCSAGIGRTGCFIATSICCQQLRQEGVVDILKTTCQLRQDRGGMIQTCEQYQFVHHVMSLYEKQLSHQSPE
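material = STEP tyrosine phosphatase | reagent = fluorogenic phosphatase substrate OMFP at 25 µM final | doses = single compound dose of 20 µM, 1% DMSO final | schedule = 20 min reaction, room temperature, in the dark | measured by = fluorescence, 480/540 nm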
NadD inh: blocks S. aureus nicotinate mononucleotide adenylyltransferase. purified NadD enzyme, colorimetric absorbance read-out. inhibition, % at 20 µM. 360,000 tested, 0.78% active; in the data active = inhibition above about 26%; note: some compounds past the cut are filed as inactive
An asterisk follows results filed as active; i = inactive; . = not tested or not shown.

SMILES	CendR NRP1 mod	SKN-1 block	DNMT1 inh	Neddyl block	LMPTP inh	TbMetRS inhib	Scp1 inh	SUMO1 PPI mod	STEP inh	NadD inh
COc1ccc([C@H]2CC(=O)C=C(c3cc(F)ccc3OC)C2)cc1	1.3	1.0	-2.4	i	1.6	0.5	-8.5	-8.7	4.6	-6.6
O=C(NCc1ccco1)C1Cc2ccccc2CN1C(=O)c1ccco1 (stereo not drawn)	4.4	12.2	3.5	i	2.8	0.1	36.1	3.4	-0.7	8.5
CC(C)(C)OC(=O)N1Cc2[nH]c3ccccc3c2C[C@@H]1C(=O)O	-20.1	-1.7	-2.0	i	-0.9	0.4	-7.9	4.6	-1.0	-4.6
CN(C(=O)C1CCOC1)c1nnc(-c2ccccn2)s1 (stereo not drawn)	-3.5	5.4	-0.5	i	0.8	-1.1	2.6	1.1	-0.4	2.6
CC(C)(C)Cc1nnc(NC(=O)c2ccco2)s1	-9.9	-2.0	2.5	i	-1.5	-0.2	-3.7	-0.7	-2.5	2.0
CCOC(=O)c1c(CN2CCCCC2)n(C)c2ccc(OC)c(S(=O)(=O)c3ccccc3)c12	10.3	8.8	0.5	i	-2.0	-0.9	-4.6	-1.6	-2.3	-9.3
COC(=O)CC1(C(=O)OC)Oc2ccc(Br)cc2C(=O)N1c1cccc(Cl)c1Cl (stereo not drawn)	8.8	3.2	-7.8	i	3.0	-0.6	-14.4	0.2	-0.6	-11.4
CCCn1c(=N)c(S(=O)(=O)c2ccccc2)cc2c(=O)n3ccccc3nc21	-4.4	16.3	1.2	.	0.5	0.7	-0.4	-18.7	-0.1	4.9
Cc1cccc(Cc2ncc(C(F)(F)F)cc2Cl)c1	-2.6	11.5	-2.3	i	-0.9	-1.4	-4.2	0.6	-1.9	-3.8
COc1ccc(NC(=O)c2cccc(NC(=O)C(C)C)c2)c([N+](=O)[O-])c1	-11.3	-1.5	-4.3	i	-0.6	0.3	2.4	-29.1	-1.1	-0.4
CCOC(=O)c1cnn(-c2ccc(F)cc2)c1N	-6.2	9.6	1.8	i	-1.3	0.3	-9.2	-0.8	-0.6	-2.5
CCCCN1C[C@H](c2ccccc2)[C@@H](CC(=O)NC)C1=O	-1.5	4.9	1.7	i	-0.6	-1.6	.	-3.0	1.9	-2.4
CCOCCCNS(=O)(=O)c1ccc(NC(=O)C2CC(=O)N(c3ccc(C)cc3)C2)cc1 (stereo not drawn)	-5.3	2.2	-6.3	i	-0.8	0.0	-2.7	-1.0	0.7	2.1
CCOC(=O)c1cn(CC2CC2)c2cc(F)c(F)cc2c1=O	12.3	14.5	7.8	i	-0.3	-0.1	-6.9	3.1	6.5	-0.5
Clc1cccc(Cl)c1COc1ccccc1CNn1cnnc1	9.5	-0.1	3.1	i	-0.8	1.1	-4.6	-5.2	-1.2	-3.9
C=Cn1c(N2CCOCC2)nc2c1c(=O)[nH]c(=O)n2C	-1.3	-11.1	-0.5	i	-2.2	-0.6	-345.2	15.6	1.6	-1.3
CCOc1ccc(Cl)cc1S(=O)(=O)N1CCN(c2ccc(C)c(C)c2)CC1	-1.7	13.7	-0.9	i	2.4	-0.9	2.0	0.4	-1.0	0.8
CCCN1CCN(c2nc3c([nH]2)c(=N)ncn3CC(O)CO)CC1 (stereo not drawn)	-1.5	-27.5	6.3	i	-2.1	-0.3	-6.7	3.9	-1.8	-0.3
C#CCSc1nc(N)c2c(n1)OC(N)=C(C#N)C2c1cccnc1 (stereo not drawn)	1.7	-0.4	0.1	i	-0.3	0.1	-3.2	4.0	-4.2	0.9
CN=C1SC(CC(=O)Nc2ccccc2F)C(=O)N1/N=C/c1ccc(O)c(OC)c1 (stereo not drawn)	1.0	9.3	-0.5	i	0.3	-0.2	-16.3	-2.6	-3.6	-1.0
FC(F)(F)c1ccccc1CN1CCC(Cc2ccccc2)CC1	5.2	2.6	-2.7	i	-0.2	.	-5.0	7.4	-0.6	-5.9
N/C(=N\OC(=O)/C=C/c1ccccc1Cl)c1cccnc1	6.7	20.5	2.3	i	0.6	-0.3	-14.1	-24.4	-0.2	-4.0
Cc1nn(-c2ccccc2)c(N)c1N=Nc1ccc(Cl)cc1	1.1	23.0	-3.6	i	3.4	0.1	-6.7	-14.0	1.0	-3.2
C[C@H](NC(=O)c1nc[nH]c1C(=O)NCc1ccc(CNC(=O)OC(C)(C)C)cc1)C(=O)OCc1ccccc1	5.8	4.9	-9.1	i	2.1	-0.1	-3.8	6.1	-1.4	8.9
COc1ccc([C@H]2CC(=O)C=C(c3cc(Cl)ccc3C)C2)cc1	2.0	-6.0	-2.8	i	3.2	-0.1	-5.2	1.5	3.0	-5.2
C[C@H](CO)N1C[C@H](C)[C@@H](CN(C)S(=O)(=O)c2ccc(F)cc2)Oc2c(NC(=O)Nc3ccc4c(c3)OCO4)cccc2C1=O	-8.1	7.2	-1.1	i	1.4	-0.2	-4.4	6.7	-0.3	-1.9
O=C(O)C1NCCc2ccccc21 (stereo not drawn)	-5.1	-0.4	5.2	i	-0.8	-0.2	-10.7	1.2	1.6	2.3
C=CCn1c(C)cc(C(=O)COC(=O)c2cncc(Br)c2)c1C	-6.8	4.4	3.6	i	1.0	-0.1	-1.4	1.7	-1.8	6.5
Cc1cc(C)cc(C(=O)OCC(=O)NCc2cccs2)c1	-1.3	-10.5	4.5	i	-2.2	-0.5	1.2	0.3	3.1	0.1
O=C(Oc1ccc2ccc(=O)oc2c1)c1ccco1	-1.0	11.8	3.6	.	-0.3	-0.3	-6.9	-1.5	-0.1	-0.2
CCOc1ccc(S(=O)(=O)N(CC(=O)NC2CCCCC2C)Cc2ccco2)cc1 (stereo not drawn)	-8.6	6.7	-1.4	i	-1.3	-0.6	5.7	-1.5	3.6	0.0
O=C(NCc1cccs1)C1CCCN1S(=O)(=O)c1ccccc1F (stereo not drawn)	-2.8	-1.1	2.5	i	-1.0	-0.1	24.8	-2.6	-5.8	-0.5
COc1cccc(C(=O)Nc2ccc3c(C)cc(=O)oc3c2)c1	-0.9	-1.1	0.8	i	0.2	-0.5	15.6	14.8	3.8	-5.6
COCc1ccc(C(=O)N2CCCC(Nc3ccc4c(c3)OCCO4)C2)o1 (stereo not drawn)	3.0	-5.3	-1.2	i	5.9	-0.3	-7.3	1.1	-0.7	4.4
CCOC(=O)C1CCN(Cc2ccc(OCc3ccccc3)cc2)CC1	2.0	-5.4	-2.4	i	-2.4	-0.4	8.9	5.6	-1.8	-0.8
COc1ccc(S(=O)(=O)n2cnc3ccccc32)cc1	-0.8	17.8	0.4	i	-0.3	2.1	-10.2	6.6	-4.4	1.4
O=C(C[C@@H]1C[C@H]2c3cc(NC(=O)NC4CCCCC4)ccc3O[C@H]2[C@H](CO)O1)NC1CCCCC1	2.9	2.6	1.2	i	-2.8	-0.7	.	1.9	-0.3	-7.4
C/C=C/c1ccc(OCC(=O)N(C)CC(=O)Nc2ccc(F)cc2)c(OC)c1	15.8	6.2	-4.2	i	1.7	-0.2	1.2	5.5	-0.7	-3.8
Cc1ccc(CN2CCSc3ccc(C(=O)NCCCN4CCN(C)CC4)cc32)cc1	7.0	15.1	0.6	i	-7.8	-0.2	-9.1	-5.5	-2.8	-9.4
O=C(NCC1CCCO1)c1ccc(N2C(=O)C3CCCCC3C2=O)cc1 (stereo not drawn)	6.8	7.2	0.5	i	-1.5	0.4	0.9	-0.1	1.3	4.6

A second format for some results above:
Order of values – CendR NRP1 mod | SKN-1 block | DNMT1 inh | Neddyl block | LMPTP inh | TbMetRS inhib | Scp1 inh | SUMO1 PPI mod | STEP inh | NadD inh
> COCc1ccc(C(=O)N2CCCC(Nc3ccc4c(c3)OCCO4)C2)o1 (stereo not drawn)
 : 3.0 | -5.3 | -1.2 | i | 5.9 | -0.3 | -7.3 | 1.1 | -0.7 | 4.4
> CCOC(=O)C1CCN(Cc2ccc(OCc3ccccc3)cc2)CC1
 : 2.0 | -5.4 | -2.4 | i | -2.4 | -0.4 | 8.9 | 5.6 | -1.8 | -0.8
> COc1ccc(S(=O)(=O)n2cnc3ccccc32)cc1
 : -0.8 | 17.8 | 0.4 | i | -0.3 | 2.1 | -10.2 | 6.6 | -4.4 | 1.4
> O=C(C[C@@H]1C[C@H]2c3cc(NC(=O)NC4CCCCC4)ccc3O[C@H]2[C@H](CO)O1)NC1CCCCC1
 : 2.9 | 2.6 | 1.2 | i | -2.8 | -0.7 | . | 1.9 | -0.3 | -7.4
> C/C=C/c1ccc(OCC(=O)N(C)CC(=O)Nc2ccc(F)cc2)c(OC)c1
 : 15.8 | 6.2 | -4.2 | i | 1.7 | -0.2 | 1.2 | 5.5 | -0.7 | -3.8
> Cc1ccc(CN2CCSc3ccc(C(=O)NCCCN4CCN(C)CC4)cc32)cc1
 : 7.0 | 15.1 | 0.6 | i | -7.8 | -0.2 | -9.1 | -5.5 | -2.8 | -9.4
> O=C(NCC1CCCO1)c1ccc(N2C(=O)C3CCCCC3C2=O)cc1 (stereo not drawn)
 : 6.8 | 7.2 | 0.5 | i | -1.5 | 0.4 | 0.9 | -0.1 | 1.3 | 4.6

Next section.
SMILES	CendR NRP1 mod	SKN-1 block	DNMT1 inh	Neddyl block	LMPTP inh	TbMetRS inhib	Scp1 inh	SUMO1 PPI mod	STEP inh	NadD inh
CCOC(=O)CSc1nc2c(sc(=S)n2-c2ccccc2OC)c(=O)n1Cc1ccco1	2.8	-8.6	-5.8	i	1.8	-0.1	-9.7	-1.2	5.3	1.0
CCOc1nc(CC(C)C)c2c(c1C#N)CC(C)(C)OC2	-3.2	-13.8	1.6	i	2.0	-1.1	-0.7	1.9	1.9	0.5
CCCCC[C@H]1CN(CCCC)C(=O)[C@@H]1CC(=O)NCc1ccc(OC)cc1	0.6	11.4	0.5	i	0.7	-0.3	-8.2	1.5	1.8	5.0
O=C(NCc1ccncc1)C1CCN(C(=O)c2cccc(Cl)c2)CC1	8.2	-2.5	3.1	i	-1.8	-0.2	-4.9	5.7	1.7	-4.2
CC1=C(C(=O)Nc2nc3ccccc3s2)C(c2ccco2)C(C#N)=C(SCC(=O)NC2CCCCC2)N1 (stereo not drawn)	1.8	7.2	-10.6	i	0.0	-0.6	-4.9	-5.8	1.9	26.5
O=C(c1ccc2c(c1)OCO2)N1CCCN(C(=O)c2ccc3c(c2)OCO3)CC1	1.2	-1.2	0.9	i	-1.9	-0.7	0.8	-2.6	-1.5	2.2
COc1ccc(NS(=O)(=O)c2cccc(C(=O)N3CCOCC3)c2)cc1	-9.8	7.0	5.0	i	-1.9	-0.5	.	-0.6	-0.7	-2.1
CN(C)c1ccc(C(=O)N2CCN(C(=O)C3CCCO3)CC2)cc1 (stereo not drawn)	-1.6	2.3	2.0	i	-0.8	0.5	-4.9	-0.7	0.9	2.2

The order is random; overall some 4.6% were active at least once.
